Assay outcomes as filed in PubChem.
MDM2 E3 inh: inhibitors of human Mdm2 E3 ubiquitin ligase. cell-based MDM2 ubiquitination luciferase reporter, 2 h; 0 = plate control, 100 = twice control, blank-subtracted. Q00987. signal enhancement, % at 5 µM. AID 1230. 210,000 tested, 0.11% active;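 active = signal enhancement of 30% or more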;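 note: luminescence tracks abundance of the self-degrading MDM2-luciferase fusion protein; higher signal means inhibition of MDM2 E3 ligase activity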
Target sequence (Q00987 whole entry, looked up, the tested form may be a part): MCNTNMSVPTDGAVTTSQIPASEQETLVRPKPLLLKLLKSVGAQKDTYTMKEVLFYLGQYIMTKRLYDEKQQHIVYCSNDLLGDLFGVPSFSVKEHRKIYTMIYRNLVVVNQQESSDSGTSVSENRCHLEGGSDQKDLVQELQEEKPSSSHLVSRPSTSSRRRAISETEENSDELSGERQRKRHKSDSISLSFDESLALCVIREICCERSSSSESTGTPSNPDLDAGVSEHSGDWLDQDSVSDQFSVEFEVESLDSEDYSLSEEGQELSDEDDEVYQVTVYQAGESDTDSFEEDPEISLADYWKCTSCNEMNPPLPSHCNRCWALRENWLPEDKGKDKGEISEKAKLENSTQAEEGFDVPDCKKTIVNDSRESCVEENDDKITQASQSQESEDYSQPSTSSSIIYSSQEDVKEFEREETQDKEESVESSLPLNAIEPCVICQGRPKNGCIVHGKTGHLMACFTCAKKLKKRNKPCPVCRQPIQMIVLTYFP
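test system = mammalian cells stably expressing self-ubiquitinating, self-degrading MDM2 E3–luciferase fusion | quantity = 2000 cells/well | incubation = cell settling 4 h, compound treatment 2 h, both 37 °C | signal = luminescence with SteadyLite reagent, 15 min at room temperature | evaluation = % enhancement relative to plate controls after blank subtraction | benchmarks = plate controls and plate blanks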
PPC-1+TRAIL kill: PPC-1 cancer cell killing with TRAIL present. 220,000 tested, 0.41% active. cell killing (% activity), % at 4 µM. PPC-1 cells + TRAIL, ATPLite viability luminescence;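 active = cell killing above 50% in the first pass at 4 µM, then a duplicate retest at 5 µM averaging 50% or more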;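 note: plate controls were cells with TRAIL plus DMSO for no effect and medium-only wells lacking cells for full effect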
TNF death inh: TNF-alpha cell death inhibition in Jurkat FADD-/- cells; Jurkat FADD-/- TNF necroptosis rescue, ATP luminescence, 24 h; 0 = TNF only, 100 = no-TNF cells; activation (protection from cell death), % at 10 µM; 220,000 tested, 0.068% active; AID 463075;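 active = activation, meaning protection from cell death, of at least 50% relative to plate controls; inactive = activation below 50%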;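 note: necroptosis triggered by 40 ng/mL TNF-alpha added together with compound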
Runt-SMMHC FRET: inhibitors of human RUNX1 Runt domain binding to CBFb-SMMHC; Q01196+Q13951; Cerulean-Runt/Venus-CBFb-SMMHC FRET ratio 530/480, 1 h; inhibition, % at 20 µM; 220,000 tested, 0.74% active;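 active = mean inhibition across duplicate retests at 20 µM reaching about 50%, limit read from the data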;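 note: 0% = DMSO wells and 100% = wells with excess untagged CBFb-SMMHC; inhibitors lower the FRET ratio by blocking Runt binding to CBFb-SMMHC; some results filed as inactive read as strong as hits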
p47phox inh: blocks human p47phox regulatory protein of NADPH oxidases; P14598; 220,000 tested, 0.53% active; AID 1274; inhibition, % at 24.7 µM; p47phox/p22phox peptide binding, fluorescence polarization, 2 h;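 active = inhibition above about 30%, limit read from the data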;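 note: 0% = p47phox with labelled peptide and 100% = labelled peptide alone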
Target sequence (P14598 whole entry, looked up): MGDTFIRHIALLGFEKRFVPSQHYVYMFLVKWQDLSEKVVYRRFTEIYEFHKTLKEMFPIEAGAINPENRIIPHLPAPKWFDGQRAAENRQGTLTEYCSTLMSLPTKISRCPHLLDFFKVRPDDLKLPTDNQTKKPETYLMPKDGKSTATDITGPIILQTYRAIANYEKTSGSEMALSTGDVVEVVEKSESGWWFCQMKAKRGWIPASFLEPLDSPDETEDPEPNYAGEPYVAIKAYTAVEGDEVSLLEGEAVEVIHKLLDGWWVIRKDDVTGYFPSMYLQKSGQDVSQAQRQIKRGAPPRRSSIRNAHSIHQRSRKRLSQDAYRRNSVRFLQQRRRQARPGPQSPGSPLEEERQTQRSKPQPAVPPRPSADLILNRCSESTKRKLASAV
EBV gp42 block: inhibitors of Epstein-Barr virus glycoprotein 42; Q1HVG2; Fluorescence polarization binding assay, mP read-out; inhibition, % (tested at 21.74 µM); 220,000 tested, 0.42% active; AID 1085; in the data active = inhibition above about 50%
Target sequence (Q1HVG2 whole entry, looked up): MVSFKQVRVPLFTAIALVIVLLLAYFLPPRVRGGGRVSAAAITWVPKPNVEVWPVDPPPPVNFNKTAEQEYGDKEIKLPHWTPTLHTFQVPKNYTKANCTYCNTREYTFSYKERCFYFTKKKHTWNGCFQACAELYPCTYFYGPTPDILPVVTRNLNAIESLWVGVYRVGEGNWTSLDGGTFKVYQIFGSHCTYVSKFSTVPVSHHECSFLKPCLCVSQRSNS
TRPML3 ag: agonists of human TRPML3 channel; Q8TDD5; HEK293 TRPML3-YFP, Fluo-8 calcium fluorescence; 100% = the carbachol control signal; activation, % at 3 µM; 220,000 tested, 0.29% active;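 active = activation above its plate's cutoff, the mean activation of the plate's test wells plus 3 SD, cut at about 12% in these data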;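 note: 0% = DMSO only wells and 100% = carbachol wells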
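Test system: HEK293 cells stably carrying human TRPML3-YFP; Doses: single dose, 3 µM final nominal compound, 0.3% DMSO final; Schedule: dye loading 1 h 37 °C then 30 min ambient, 125 s read; Technique: Fluo-8 calcium fluorescence; Benchmarks: high control carbachol 87 µM, low control DMSO.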
CHOP inhibitor: blocks CHOP induction under ER stress. CHO-K1 CHOP-promoter luciferase, tunicamycin-induced, 15-18 h. inhibition, % at 10 µM. 220,000 tested, 3.8% active;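 active = compounds that reduced the stress-induced luciferase reporter signal by more than about 70% of percent inhibition, limit read from the data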;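 note: 0% = tunicamycin plus vehicle and 100% = wells without tunicamycin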
TRPN1 ag: zebrafish TRPN1 (NompC) channel agonism; activation, % at 3 µM; 220,000 tested, 0.18% active; HEK293 zebrafish TRPN1-YFP, Fluo-8 calcium fluorescence; 100% = response to 87 µM carbachol;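 active = activation above its plate's cutoff, the mean activation of test wells on that plate plus 3 SD, cut at about 19% in these data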;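 note: 0% = DMSO alone and 100% = 87 µM carbachol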
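System: zebrafish TRPN1-YFP in HEK293 cells / Dosing: 3 µM single point / Timing: dye loading 1 h at 37 °C, then 30 min room temperature / Signal: Fluo-8 calcium fluorescence, excitation 470-495 nm, emission 515-575 nm / Read-out basis: percent activation from peak over basal fluorescence ratio, control-normalized / Control set: high carbachol 87 µM, low DMSO alone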
* marks the source's active call; other numbers are inactive results; . = no result given.

SMILES | MDM2 E3 inh | PPC-1+TRAIL kill | TNF death inh | Runt-SMMHC FRET | p47phox inh | EBV gp42 block | TRPML3 ag | CHOP inhibitor | TRPN1 ag
Cc1ccc(C)c(N/C(N)=N/c2nc(C)cc(C)n2)c1 | -15.2 | 32.3 | 0.8 | 2.9 | -18.1 | -2.7 | 20.8* | 3.3 | 35.8*
CCCc1nnc(NC(=O)c2cn(CC)c3cc(N4CCN(C)CC4)c(F)cc3c2=O)s1 | -2.3 | 11.9 | 2.8 | -1.4 | 3.6 | -10.6 | 0.8 | -12.7 | 1.4
O=C(NNC(=O)c1ccc(Br)o1)c1ccc(NC(=O)c2ccccc2)cc1 | -4.2 | 14.1 | 0.4 | -3.6 | -1.9 | 0.8 | 0.7 | 21.3 | 0.3
O=C(Nc1ccccc1)N(CCCN1CCOCC1)Cc1cc2cc3c(cc2[nH]c1=O)OCCO3 | -13.9 | 18.3 | 1.6 | 12.7 | -3.5 | -29.2 | 0.8 | 22.6 | 0.9
COc1ccc(CC(=O)OCC(=O)NCc2ccc(Cl)cc2)cc1 | -19.9 | -2.2 | 0.1 | 1.5 | 8.8 | 1.9 | 0.6 | -10.0 | -0.3
O=C(CSc1nnc2c(n1)[nH]c1ccccc12)NCc1ccco1 | -9.6 | 10.4 | -1.2 | 16.2 | 7.2 | 17.9 | -0.1 | -5.0 | 0.1
Cc1nn(-c2ccccc2)c2nc(-c3ccccc3)cc(C(=O)N3CCOCC3)c12 | -10.0 | 0.8 | -2.7 | 0.3 | -4.2 | 11.5 | -0.2 | 21.3 | -0.9
COc1ccc(NC(=O)CN2CCN(CC(=O)Nc3ccc(OC)c(OC)c3)CC2)cc1 | -2.5 | 21.9 | 3.1 | -2.3 | 0.1 | -5.0 | 1.1 | 6.0 | 0.9
CN(C)c1ccc(/C=C/C(=O)c2cccnc2)cc1 | -2.4 | 21.5 | -4.6 | -139.9 | -131.8 | -84.9 | 33.5* | -2.9 | 42.5*
COc1ccc(NC(=O)CN2CCN(S(=O)(=O)c3ccc(Cl)cc3)CC2)cc1Cl | -5.2 | 1.7 | -0.9 | 0.0 | -3.9 | -13.7 | 0.6 | 40.1 | 1.5
CCOC(=O)c1ccccc1NC(=O)c1n[nH]c(=O)c2ccccc12 | -4.3 | 25.5 | 0.1 | -3.5 | 2.0 | 9.5 | 0.6 | 93.2* | 0.2
CN1CCc2nc3sc(C(=O)C45CC6CC(CC(C6)C4)C5)c(N)c3cc2C1 | 2.0 | 5.0 | 2.7 | 14.3 | 47.8* | 8.3 | 0.8 | 11.3 | 1.4
CC(C)CSc1ncc(-c2cccc(C(F)(F)F)c2)cn1 | -9.4 | 25.6 | -2.6 | -2.8 | 4.3 | -7.8 | 0.8 | 49.1 | -0.2
COc1ccc([N+](=O)[O-])cc1NC(=O)CCN1CCN(c2ccccc2OC)CC1 | -2.6 | -1.3 | -0.2 | 1.1 | -1.1 | -5.5 | 0.8 | 19.8 | 2.4
COc1ccc(CC(=O)Nc2ccc(C(=O)Nc3nccs3)cc2)cc1OC | -6.0 | 1.0 | 13.7 | 3.5 | -8.8 | 5.8 | -0.2 | 23.0 | 3.2
O=S(=O)(c1ccc(Cl)s1)N1CCCc2cccc(O)c21 | -0.1 | 19.9 | -1.2 | -1.3 | -1.8 | 0.0 | 0.8 | 62.7 | -1.8
CCOC(=O)CN1C(=O)S/C(=C/c2cccc([N+](=O)[O-])c2O)C1=O | -20.1 | 23.6 | -1.7 | -6.5 | -13.5 | -21.3 | 0.6 | 12.4 | 0.9
CCN(CC)c1c2c(c(C#N)c3nc4ccccc4n13)CCC2 | 1.2 | 1.2 | -1.7 | 80.1 | -42.2 | 1.4 | -0.5 | 3.7 | 0.1
CCOC(=O)c1sc(NC(=S)NC(=O)C2CC2)cc1C | -15.1 | 7.7 | 2.5 | -1.0 | 7.2 | -1.1 | 0.4 | 66.7 | 1.4
Cc1ccc(NC(=O)CNC(=O)OCc2ccccc2)cc1C | 1.8 | 3.0 | 1.7 | -1.8 | -3.9 | 3.1 | -0.6 | -6.8 | -1.6
CCn1c(=O)c2c(nc3n2CCN3c2ccccc2)n(C)c1=O | -8.7 | 22.6 | -1.2 | -5.3 | -6.3 | -2.7 | 0.5 | 2.2 | -0.7
COC(=O)Cn1c2ccc(F)cc2c2nc(C)sc21 | -14.4 | -19.5 | -9.3 | 2.3 | -8.3 | -3.0 | -1.1 | 8.6 | -0.9
Cc1ccc2nc(-c3cccc(Br)c3)cc(C(=O)Nn3cnnc3)c2c1 | -22.5 | 42.5 | 0.7 | 1.1 | -7.3 | -1.2 | 0.8 | 6.7 | 0.6
Cc1cc2c(c(=O)o1)C(Cc1ccccc1)C(C#N)=C(N)O2 (centres undefined) | -11.1 | 9.9 | 0.7 | 4.4 | -1.9 | -8.2 | 1.2 | 23.3 | 0.5
CC1CC(=O)N(CC(=O)N2CCCC2)c2ccccc2S1 (centres undefined) | -12.6 | 9.3 | -0.8 | -1.9 | -10.3 | 6.1 | 0.8 | 42.8 | 0.6

New compounds follow.
SMILES | MDM2 E3 inh | PPC-1+TRAIL kill | TNF death inh | Runt-SMMHC FRET | p47phox inh | EBV gp42 block | TRPML3 ag | CHOP inhibitor | TRPN1 ag
CCOC(=O)c1cc2c(=O)n3ccccc3nc2n(CCCOC)c1=NC(C)=O | -8.7 | 20.0 | -0.7 | -19.2 | -0.3 | -5.1 | -0.6 | 2.1 | -0.8
Cc1ccc(O)c(C2=NOC(O)(C(F)(F)C(F)F)C2)c1 (centres undefined) | -15.1 | 3.6 | -1.0 | -2.9 | -4.4 | -0.7 | 0.7 | 58.2 | 1.0
O=[N+]([O-])c1ccc(N/N=C/c2ccccc2)c(F)c1 | -8.6 | 2.8 | -0.8 | -54.5 | 1.4 | -6.0 | 0.4 | 22.9 | 0.6
CC(C)N(C(=O)CSc1nnc(CSc2ncccn2)n1C)C(C)C | -6.7 | 10.7 | 0.5 | -2.0 | 0.5 | -2.0 | 0.8 | 0.6 | 0.5
COc1ccccc1N(CC(=O)N/N=C/c1ccc(SC)cc1)S(C)(=O)=O | 1.1 | 10.6 | -2.3 | 0.2 | -4.8 | -2.2 | -0.4 | 5.8 | 0.8
Fc1ccc(-c2cc(C(F)(F)C(F)F)[nH]n2)cc1 | -5.6 | 1.2 | 1.0 | -2.7 | 4.2 | -2.7 | 10.2 | 16.0 | 13.1
COc1ccccc1C1C(C#N)=C(N)Oc2cc(C)n(Cc3ccccn3)c(=O)c21 (centres undefined) | -17.5 | -16.3 | 1.1 | 0.6 | 1.7 | -5.7 | 0.6 | 5.5 | -0.8
CCOC(=O)c1cc(=O)c2ccc(OCC(=O)Nc3ccc(F)cc3)cc2o1 | -0.6 | 3.5 | 2.8 | 1.3 | -3.9 | -18.8 | 0.7 | -14.8 | 2.2
OCC1(CCc2ccccc2)CCN(Cc2ccc(OC(F)F)cc2)CC1 | . | 4.3 | -0.2 | -3.6 | -10.5 | -7.6 | 1.7 | -10.4 | 2.1
O=C(NCCCN1CCOCC1)/C(=C/c1ccc(F)cc1)NC(=O)c1ccccc1 | -19.2 | -3.1 | 0.6 | -1.0 | -10.9 | -13.4 | 1.1 | -0.4 | 2.1
O=S(=O)(NCc1cn2ccsc2n1)c1ccc2c(c1)OCCO2 | -0.9 | 9.1 | 1.1 | 6.8 | -9.2 | -7.0 | 1.0 | 13.5 | 0.9
O=C(CSc1nccc(=O)[nH]1)c1ccccc1Br | -11.7 | 5.4 | 3.1 | 3.1 | -7.9 | -20.4 | 1.0 | -6.7 | 0.2
CCn1cnc2scc(-c3ccc(C)c(C)c3)c2c1=O | -3.6 | -9.2 | 17.3 | 2.4 | -17.0 | -14.7 | -0.8 | 27.0 | -2.9
O=C(Nc1nc2ccccc2s1)C1CC(=O)N(c2ccc(Cl)cc2)C1 (centres undefined) | -4.5 | -12.5 | 0.5 | 2.8 | -19.7 | 8.5 | 1.1 | 105.3* | 1.0
Cc1ccc(-c2nnc(Nc3ccc(C(N)=O)cc3)c3ccccc23)cc1S(=O)(=O)NCC1CCCO1 (centres undefined) | -12.9 | -1.9 | 1.0 | 0.0 | -11.1 | -20.8 | -0.3 | 7.9 | 0.9
COc1cc(/C=C2/C(C)=C(C#N)c3nc(N)c(C#N)c(C)c32)ccc1OCC(=O)O | -10.8 | 12.2 | -1.4 | -12.4 | -3.9 | 6.0 | -0.1 | -5.1 | 0.6
COC(=O)c1c(-c2cccs2)csc1NC(=O)c1cccnc1 | -10.6 | 11.1 | -13.6 | -4.2 | -6.9 | -19.1 | -0.9 | -10.6 | -1.2
Cc1cc([N+](=O)[O-])cc2c1NC(=O)C2(O)N1CCOCC1 (centres undefined) | -1.9 | -18.7 | -0.6 | -7.1 | -5.3 | 12.6 | 0.3 | 22.9 | 0.3
CCC(=O)Nc1ccc2c(c1)nc(CN1CCN(C(C)=O)CC1)n2C | -7.2 | -2.8 | 0.6 | -1.8 | -5.4 | -8.3 | 0.9 | 4.6 | 2.3
COCCCC1CCN(Cc2cn[nH]c2-c2cc(OC)c(OC)c(OC)c2)CC1 | -19.1 | -1.7 | -0.7 | 1.5 | -1.6 | -10.0 | 0.9 | 3.7 | 0.8
O=C(CCl)Nc1ccc(Oc2cnc3ccccc3n2)cc1 | -6.2 | -18.7 | -8.3 | 0.5 | -6.2 | -4.3 | 0.3 | 6.7 | -0.2
Cc1cccc(C)c1NC(=O)COC(=O)c1ccccc1Nc1ccccc1 | 0.6 | 4.3 | 0.0 | 6.7 | -13.8 | -13.1 | 0.0 | 0.2 | -1.1
C#CCSc1nc2ccccc2n1C(=O)c1ccc(S(=O)(=O)N2CCCCC2)cc1 | -3.7 | 41.0 | 1.3 | 3.6 | 0.8 | -12.6 | 0.6 | -16.9 | -1.6

Entries of single compounds, looked up by structure. Values in the order: MDM2 E3 inh | PPC-1+TRAIL kill | TNF death inh | Runt-SMMHC FRET | p47phox inh | EBV gp42 block | TRPML3 ag | CHOP inhibitor | TRPN1 ag
`Cc1cc([N+](=O)[O-])cc2c1NC(=O)C2(O)N1CCOCC1` (centres undefined) is listed as -1.9 | -18.7 | -0.6 | -7.1 | -5.3 | 12.6 | 0.3 | 22.9 | 0.3
`O=C(Nc1nc2ccccc2s1)C1CC(=O)N(c2ccc(Cl)cc2)C1` (centres undefined) is listed as -4.5 | -12.5 | 0.5 | 2.8 | -19.7 | 8.5 | 1.1 | 105.3* | 1.0

p47phox inh: entries above that show a hit.
compound | MDM2 E3 inh | Runt-SMMHC FRET | p47phox inh | EBV gp42 block | TRPML3 ag | CHOP inhibitor
CN1CCc2nc3sc(C(=O)C45CC6CC(CC(C6)C4)C5)c(N)c3cc2C1 | 2.0 | 14.3 | 47.8* | 8.3 | 0.8 | 11.3
